Assay outcomes from PubChem BioAssay.
S3 lipid droplet: qHTS Assay for Lipid Storage Modulators in Drosophila S3 Cells; Drosophila S3 cells, BODIPY lipid droplet fluorescence, 18-24 h; cells fed with added oleic acid; Potency in µM for hits, for the others lipid storage change, negative = inhibition, % at the top dose, mostly 46.1 µM; 320,000 compounds, 0.64% hits; AID 2685, 2010; active = well fitted inhibition curve with a large enough effect in the signal ratio, with a control signal flat, not every such curve was filed as active; inconclusive = small, poorly fitted or top-dose-only effect, or effect the other way, or a change in a side signal; the % refers to the signal ratio
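Drosophila S3 cells got compounds at several concentrations plus oleic acid (400 uM solution). Laser-scanning cytometry with 488 nm excitation read lipid droplets at 500-530 nm and cells at 575-640 nm. Percent activity was relative to 20 uM Triacsin C.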
S3 lipid droplet cell count max: further read-out of S3 lipid droplet, marked with its call; cell number change, %; measured here: cell count max response;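 cells counted by Cell Tracker Red CMTPX staining in the red channel; peak over a dose series mostly up to 46.1 µM; percent activity relative to internal control wells on each plate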
* hit, by the source's call; i = inactive; ? = inconclusive; . = not tested or not shown. % is scaled to controls: 0 for no effect and ±100 for the full control effect; potency is read from the fitted curve at half-maximal effect. Not all compounds are listed. The share of hits here may be higher or lower than overall.

SMILES	S3 lipid droplet	S3 lipid droplet cell count max
CCn1c(SCC(=O)Nc2sc(C)c(C)c2C#N)nnc1C1CC1	0%	15
COc1ccc(CNS(=O)(=O)c2ccc(-c3cc(C)no3)cc2)cc1	?	.
O=C(CNC(=O)c1cccs1)NCC(=O)OCC(=O)c1ccccc1	i	6
O=C(NC(=S)N1CCCCC1c1cccnc1)c1ccc(Br)cc1 (stereo not given)	?	.
O=C(Nc1ncc2c(n1)CC(c1ccco1)CC2=O)c1ccc(Cl)cc1 (stereo not given)	?	.
O=C(Cn1c(-c2cncs2)nc2ccccc21)NCc1ccccc1	?	.
CCOc1cc(C(=O)NCc2ccc(-c3nc4ccccc4o3)cc2)cc(OCC)c1OCC	?	.
O=C(OCc1ccccc1)c1cccc(-c2nnc(-c3ccccc3)o2)c1	34%	-6
COC(=O)c1nn(-c2ccccc2)ccc1=O	i	.
CCOC(=O)N1CCN(C(=O)C(=O)Nc2ccc3nc4n(c(=O)c3c2)CCCCC4)CC1	-9%	-13
CC(=O)c1ccc(S(=O)(=O)NC2CCCCCCC2)cc1	4%	.
Cc1sc2nc(SCC(=O)NCc3ccco3)n(C)c(=O)c2c1C	?	.
CCN(CC)CCCNC(=S)N(Cc1ccco1)Cc1cc2cc3c(cc2[nH]c1=O)OCCO3	?	.
CN(C)S(=O)(=O)c1cc(NC(=O)CN2CCN(c3ccccc3O)CC2)ccc1Cl	?	.
c1ccc(-c2nnc(CSc3ccc4c(c3)OCCO4)o2)cc1	?	.
COc1cc([N+](=O)[O-])ccc1NC(=O)NNC(=O)C(C)Oc1ccc(F)cc1F (stereo not given)	?	.
CCN(CC)C(=O)Cn1cc(C(=O)C(=O)NCCc2ccccc2)c2ccccc21	i	-13
O=C(NCCN1C(=O)S/C(=C\c2cccnc2)C1=O)c1ccc([N+](=O)[O-])s1	-5%	0
COc1ccc(NC(=O)c2c(SC)nsc2SC)cc1	?	.
CCN(C(=O)CCS(=O)(=O)c1cc2c(cc1Cl)NC(=O)CO2)c1ccccc1	10%	2
COc1ccc(-c2cnn3c4c(c(C)nc23)CCN4C2CCCC2)cc1OC	?	.
CN(C[C@H](Cc1ccccc1)N(C[C@@H](Cc1cccc2ccccc12)N(CCc1ccccc1)N=O)N=O)N=O	16%	.
CC(C)[C@H](NC(=O)Nc1ccc2c(c1)OCCO2)C(=O)O	i	.
NC(=O)c1ccc(F)cc1	?	.
COc1ccc(NC(=O)NC23CC4CC(CC(C4)C2)C3)cc1OC	?	.
Cc1cccc(NC(=O)c2cc(N3C(=O)CCC3=O)ccc2Cl)n1	?	.
Cn1nc(C(C)(C)C)cc1C(=O)NCc1ccc2c(c1)OCO2	?	.
C#CCOCCOCCOCCNc1nc(N2CCN(C(=O)[C@H](Cc3cc4ccccc4[nH]3)n3cc([C@@H](N)CC(C)C)nn3)CC2)nc(N2CCN(C(=O)[C@H](Cc3cc4ccccc4[nH]3)n3cc([C@@H](N)CC(C)C)nn3)CC2)n1	?	.
O=C(CCN1C(=O)c2ccncc2C1=O)Nc1ccc2c(c1)OCCO2	-20%	-130
c1ccc(C2=NCCCN2)cc1	3%	0

Brought forward from above: seven compounds, followed by the next part.
SMILES	S3 lipid droplet	S3 lipid droplet cell count max
NC(=O)c1ccc(F)cc1	?	.
COc1ccc(NC(=O)NC23CC4CC(CC(C4)C2)C3)cc1OC	?	.
Cc1cccc(NC(=O)c2cc(N3C(=O)CCC3=O)ccc2Cl)n1	?	.
Cn1nc(C(C)(C)C)cc1C(=O)NCc1ccc2c(c1)OCO2	?	.
C#CCOCCOCCOCCNc1nc(N2CCN(C(=O)[C@H](Cc3cc4ccccc4[nH]3)n3cc([C@@H](N)CC(C)C)nn3)CC2)nc(N2CCN(C(=O)[C@H](Cc3cc4ccccc4[nH]3)n3cc([C@@H](N)CC(C)C)nn3)CC2)n1	?	.
O=C(CCN1C(=O)c2ccncc2C1=O)Nc1ccc2c(c1)OCCO2	-20%	-130
c1ccc(C2=NCCCN2)cc1	3%	0
CCOC(=O)CN1C(=O)S/C(=C/c2ccc3c(c2)n(C)c(=O)n3C)C1=O	?	.
CCOc1c2ccc(C(=O)NCc3ccc(OC)cc3)cc2nn1CCOC	-16%	-14
Cc1nn2c(nc(N3CCCCC3)c3ccccc32)c1C=O	23%	.
O=C(NCC1CCCO1)c1cccc(Oc2ccc([N+](=O)[O-])cc2)c1 (stereo not given)	?	.
CNc1oc(/C=C/c2ccccc2)nc1C#N	?	.
COCCCn1c(C)nnc1SCc1ccc(C(C)(C)C)cc1	-10%	-27
Cc1ccc(S(=O)(=O)Nc2ccccc2C(O)c2ccccc2)cc1 (stereo not given)	?	.
CCN(C(=O)COC(=O)CCc1ccc(OC)cc1)c1c(N)n(Cc2ccccc2)c(=O)[nH]c1=O	11%	12
CSCCC(NC(=O)COc1ccccc1)C(=O)N1CCN(c2ccccc2)CC1 (stereo not given)	-7%	-5
Clc1ccccc1-c1nc(-c2ccc(Br)o2)no1	?	.

A portion from the list above:
SMILES	S3 lipid droplet	S3 lipid droplet cell count max
CCOC(=O)CN1C(=O)S/C(=C/c2ccc3c(c2)n(C)c(=O)n3C)C1=O	?	.
CCOc1c2ccc(C(=O)NCc3ccc(OC)cc3)cc2nn1CCOC	-16%	-14
Cc1nn2c(nc(N3CCCCC3)c3ccccc32)c1C=O	23%	.
O=C(NCC1CCCO1)c1cccc(Oc2ccc([N+](=O)[O-])cc2)c1 (stereo not given)	?	.
CNc1oc(/C=C/c2ccccc2)nc1C#N	?	.

The listing continues:
SMILES	S3 lipid droplet	S3 lipid droplet cell count max
CCCc1nc(SCC(=O)Nc2nc3c(s2)CCCC3)c2ccccc2n1	?	.
O=C(Cn1c(=O)c2cccn2c2ccccc21)NCc1cccc(F)c1	?	.
O=C(NCCCn1ccnc1)C(=O)NCC1OCCCN1S(=O)(=O)c1ccccc1 (stereo not given)	21%	.
CN(C)c1ccc(-n2cccc2/C=N/n2cnnc2)cc1	5%	-4
O=c1cc(-c2ccccc2)nc(N2CCN(Cc3ccccc3)CC2)[nH]1	25%	.
Cc1ccc(C)c(Cn2nnc3c(=O)[nH]c(C4CCCN(C(=O)CC(C)C)C4)nc32)c1 (stereo not given)	i	-31
S=c1nc2c(n[nH]1)c1ccccc1n2CCc1ccccc1	?	.
Nc1nc2ncc(C(=O)c3cc(Cl)cc(Cl)c3O)cc2s1	7%	23
CS(=O)(=O)c1cccc(C(=O)Nc2cccc(-c3nc4ccccc4[nH]3)c2)c1	7.3µM*	-15*
Cc1cc(Cl)c2oc(C(=O)N(C)CCCCN3CCOCC3)c(C)c2c1	1.3µM*	-11*
COc1ccc(CC(=O)Oc2ccc(C(C)(C)C)cc2)cc1S(=O)(=O)N1CCOCC1	?	.
Cc1ccc(S(=O)(=O)NCCC(=O)OCC(=O)N(Cc2ccccc2)C(C)(C)C)cc1C	?	.
CCC(=O)N1CCN=C1SCc1c(F)cccc1Cl	i	-13
Cc1cccc(C)c1NC(=O)c1sc(N)nc1-c1ccccc1	i	.
COc1ccccc1N1CCN(C(=O)CC2NC3CCCCC3NC2=O)CC1 (stereo not given)	20%	18
Cc1ccc(S(=O)CCNC(=O)Cc2ccccc2)cc1 (stereo not given)	?	.
COc1ccc(O)c(C(=O)c2cnc3c(c2)c(C)nn3C)c1	?	.
Cc1ccc(Nc2nc(CSc3nnc(-c4ccncc4)n3-c3ccccc3C)cs2)cc1	-12%	-4
COc1ccccc1N(CC(=O)Nc1ccc2c(c1)OCCO2)S(=O)(=O)c1ccc(C)cc1	?	.
C[C@@H]1CN(Cc2nc(-c3ccc(Cl)cc3)no2)C[C@H](C)O1	18%	0
Cc1ccc(CS(=O)(=O)CCC(=O)NCc2ccccn2)cc1	5%	-19
O=C(CN1CCN(S(=O)(=O)c2ccccc2Cl)CC1)NCC1(N2CCOCC2)CCCCC1	?	.
COc1cc2c(cc1NC(=O)C(C)OC(=O)/C=C/c1ccc(OC(F)F)cc1)oc1ccccc12 (stereo not given)	?	.
CC(C)CN(C(=O)c1ccc(F)cc1F)c1c(N)n(CC(C)C)c(=O)[nH]c1=O	i	14
Cc1ccc(OCC(=O)Nc2cccc(O)c2)cc1C	6%	-27
CCC(C)(C)NC(=O)c1cc(S(=O)(=O)N2CCCCC2)ccc1N1CCOCC1	?	.
Cc1cccc(OCCN2CCOCC2)c1C	?	.
CN1CCc2c(sc(NC(=O)CS(=O)(=O)c3ccccc3)c2C(N)=O)C1	?	.
CCn1c(CNC(=O)c2cccc(C)c2)nnc1SCC(=O)Nc1nnc(C)s1	?	.
COc1ccc(S(=O)(=O)N2CCC(C(=O)NCC3CC3)CC2)cc1	?	.
CCC(C)n1c(SCC(=O)NC(=O)c2cccn2C)nc2ccccc2c1=O (stereo not given)	3%	14
CCOP(=O)(OCC)C(NC(=O)Nc1ccc(Cl)c(Cl)c1)C(N)=O (stereo not given)	-14%	-6
CCOc1ccc(NC(=O)c2cc(F)c(F)cc2Cl)cc1OCC	?	.
COc1ccc(C(=O)NC23CC4CC(CC(C4)C2)C3)cc1	-3%	10
CC(=O)NC1=NN(C(C)=O)C(c2ccc(C(C)C)cc2)S1 (stereo not given)	?	.
CC1=C(C(=O)OCCOC(C)C)C(c2cc3c(cc2Br)OCO3)C2=C(CCCC2=O)N1 (stereo not given)	i	.
NC(=S)N=Nc1c(O)n(CCCl)c2ccc(Cl)cc12	?	.
O=S(=O)(Nc1nc2ccccc2nc1Nc1ccc2c(c1)OCCO2)c1cccs1	?	.
Cc1nn(Cc2ccc(Cl)cc2Cl)c(C)c1NC(=O)c1nn(C)cc1Cl	6%	9
Cc1ccc(C2(c3ccccc3)NC(=O)N(CC(=O)N3CC(=O)Nc4ccccc43)C2=O)cc1C (stereo not given)	-19%	-2
O=C(NCCc1ccccc1)C1CCN(C2CCN(Cc3ccco3)CC2)CC1	-5%	4
C=C(C)COc1ccc(-c2ncnc(C(F)(F)F)c2-c2ccc(OC)cc2)c(O)c1	i	.
O=C(Nc1ccccc1Cl)/C(Cl)=C(\Cl)S(=O)c1ccccc1 (stereo not given)	4.6µM*	.
Cc1cc(Cl)c2oc(C(=O)NCCN3CCCCC3CO)c(C)c2c1 (stereo not given)	3%	-13
CCOc1ccc(C(=O)Nc2ccc(N3CCCC3)cc2)cc1	i	.
Cc1cccc(C)c1OCc1cc(C(=O)N2CCCCCCC2)no1	-8%	.
O=C(c1c(F)cccc1F)N(Cc1cccs1)C1CCCC1	?	.
Cc1c(C(=O)Nc2ccccc2F)sc2ncn(CC(=O)N3CCOCC3)c(=O)c12	?	.
C[n+]1cccc(C(=O)[O-])c1	-7%	-15
COc1ccc(CCNC(=O)c2cccc(NS(=O)(=O)c3ccccc3F)c2)cc1OC	-14%	.

(more compounds)
SMILES	S3 lipid droplet	S3 lipid droplet cell count max
COc1cc(/C=C2/C(=O)ON=C2c2ccccc2)ccc1O	?	.
Cn1c(=O)c(=O)n(C)c2cc(S(=O)(=O)N3CCCC3C(=O)NCc3cccs3)ccc21 (stereo not given)	?	.
CCOC(=O)C(c1ccccc1)C(Nc1cc(C(F)(F)F)cc(C(F)(F)F)c1)c1ccccn1 (stereo not given)	-2%	6
O=C(NN1C(=O)c2ccccc2NC1c1cccnc1)c1ccc([N+](=O)[O-])cc1 (stereo not given)	4%	4
Cc1ccc(C2Nc3ccccc3C(=O)N2CCCN2CCOCC2)cc1 (stereo not given)	-14%	-14
O=C1CCCc2c1nc(-c1ccccc1)n2O	?	.
O=c1[nH]nc(N/N=C/c2ccccc2OC(F)F)c(=O)[nH]1	10%	6
O=c1oc2ccccc2n1CCn1c2ccccc2c2nc3ccccc3nc21	?	.
C=CCN(CC=C)C(=O)Nc1ccc2nc(C)sc2c1	?	.
CCOP(=O)(OCC)C(O)c1cc(OC)c(OC)c(OC)c1 (stereo not given)	-7%	-1
CC(C)CCNC(=O)NC(=O)CSc1nnc(-c2ccccc2Br)o1	?	.
COc1ccc(-c2noc(=O)n2Cc2ccccc2Cl)cc1	5%	5
O=C(Nc1ccc(Nc2ccccc2)cc1)c1ccco1	?	.
CCOC(=O)c1cc(C#N)c(SCC(=O)O)[nH]c1=O	?	.
COc1ccc(-c2nnc3ccc(SCC(N)=O)nn23)cc1OC	2%	4
CCOc1ccc(-c2nnc3sc(COc4ccccc4)nn23)cc1	?	.
C/C(=N\NC(=S)NC1CCCCC1)c1cccs1	?	.
Cc1nnc(N2CCOCC2)c2ccccc12	9%	8
O=C(CNC(=O)c1ccc(Cl)cc1)OCn1nnc2ccccc2c1=O	?	.
Cc1ccc(CN2CCN(C/C(Cl)=C/c3ccccc3)CC2CCO)o1 (stereo not given)	-7%	-12
C=CCn1c(SCC(N)=O)nc2nc3c(cc2c1=O)COC(C)(C)C3	?	.
Cc1ccc2nsnc2c1NC(=O)COc1ccccc1F	?	.
COC(=O)c1c(C)oc(C)c1S(=O)(=O)N(Cc1ccccc1)C(C)C	-14%	-20
CCOC(=O)c1sc2nc(CC(=O)OC)nc(NCc3ccc(F)cc3)c2c1C	?	.
Cc1ccc(-n2nc3c(N4CCC(C(=O)NCCc5ccccc5C)CC4)nnc(C)c3c2C)cc1	?	.
CN(/N=C/c1ccc([N+](=O)[O-])o1)c1ccccc1	?	.
O=S(=O)(Nc1ccc(Cc2ccncc2)cc1)c1cccs1	?	.
CCn1cc(/C=N/O)c(C)n1	7%	7
O=C(Nc1ccncc1)Nc1cccc(F)c1	?	.
